TDP43 rescue – qHTS of TDP-43 Inhibitors; AID 652104, 2013; Potency, µM (titrated, usually from 46.1 µM), for inactives: at the top dose growth rescue (activation), most hits filed as activators; 410,000 tested, 1.8% active; TDP-43 expressing yeast growth rescue, BacTiter-Glo, 24 h; further: potency means the concentration at half of the fitted maximal effect; % of control where 0% means no effect; nearly all actives have a fitted effect of over 50% in size
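In this qHTS, compounds that restore growth of yeast expressing TDP-43 appear as activators. Cells (OD600=0.02, galactose medium, raffinose-pregrown) are incubated with compound 24 hr at 30 deg C and growth is quantified by BacTiter-Glo.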
EPAC2 antagonist – qHTS for Antagonist of cAMP-regulated guanine nucleotide exchange factor 2 (EPAC2): primary screen; Rap guanine nucleotide exchange factor 4 (Homo sapiens), Q8WZA2; EPAC2 GEF exchange of Rap1B-BODIPY-GDP, fluorescence; Potency, µM (titrated, usually from 114 µM), for the others: at the highest dose activity, negative = inhibition, usual class: inhibitors; 360,000 tested, 0.18% active; AID 720708, 2013; further: potency means the concentration at half of the fitted maximal effect; on the % scale 0 is the no-effect control and ±100 the full control effect; nearly all actives have a fitted effect of over 45% in size; many of its hits are not listed in these tables
Target sequence (Q8WZA2 whole entry, looked up): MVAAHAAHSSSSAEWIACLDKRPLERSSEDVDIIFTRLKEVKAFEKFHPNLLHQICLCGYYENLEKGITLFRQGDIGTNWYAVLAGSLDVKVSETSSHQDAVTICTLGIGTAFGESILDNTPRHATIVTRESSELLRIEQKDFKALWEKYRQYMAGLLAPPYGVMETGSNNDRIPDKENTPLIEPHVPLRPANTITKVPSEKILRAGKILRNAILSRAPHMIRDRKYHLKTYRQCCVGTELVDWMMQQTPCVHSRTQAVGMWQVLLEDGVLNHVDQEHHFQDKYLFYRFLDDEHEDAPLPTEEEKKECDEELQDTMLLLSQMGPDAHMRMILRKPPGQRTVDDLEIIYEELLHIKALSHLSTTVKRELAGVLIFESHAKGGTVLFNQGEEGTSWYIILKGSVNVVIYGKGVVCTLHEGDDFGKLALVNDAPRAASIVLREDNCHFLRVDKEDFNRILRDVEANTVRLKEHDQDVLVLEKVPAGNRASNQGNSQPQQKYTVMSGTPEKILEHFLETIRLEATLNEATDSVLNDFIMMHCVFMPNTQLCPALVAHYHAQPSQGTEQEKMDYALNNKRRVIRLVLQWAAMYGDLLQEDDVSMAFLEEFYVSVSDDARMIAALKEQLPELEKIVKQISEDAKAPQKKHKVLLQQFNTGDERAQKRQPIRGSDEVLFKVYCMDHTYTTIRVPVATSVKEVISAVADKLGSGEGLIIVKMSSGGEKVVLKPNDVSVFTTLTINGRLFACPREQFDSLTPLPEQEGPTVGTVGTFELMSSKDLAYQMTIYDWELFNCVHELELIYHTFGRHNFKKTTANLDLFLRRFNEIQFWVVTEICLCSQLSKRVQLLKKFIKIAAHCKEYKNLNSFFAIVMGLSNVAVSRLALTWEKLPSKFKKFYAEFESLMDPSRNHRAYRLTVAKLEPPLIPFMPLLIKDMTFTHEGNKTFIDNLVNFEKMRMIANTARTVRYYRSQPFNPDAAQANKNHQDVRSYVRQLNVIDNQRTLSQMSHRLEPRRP
EPAC2 ag – qHTS for Agonist of cAMP-regulated guanine nucleotide exchange factor 4 (EPAC2): primary screen. 360,000 tested, 0.079% active. EPAC2 activation, biochemical qHTS; response scale: 100% = 6.5 mM cAMP response. AID 720711, 2013. Potency, µM (highest dose often 154 µM), for inactives: at the highest dose activation, actives largely listed as activators. Rap guanine nucleotide exchange factor 4 (Homo sapiens), Q8WZA2; further: potency means the concentration at half of the fitted maximal effect; nearly all actives have a fitted effect of over 50% in size
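Fluorescence exchange assay: 100 nM EPAC2 with 250 nM RAP1B-BODIPY-GDP and 50 uM GDP; compounds tested as a concentration-titration series (qHTS). Loss of Rap1-bound BODIPY-GDP fluorescence read at 480/540 nm; data normalized to 6.5 mM cAMP.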
Abeta yeast res – qHTS for compounds that reverse cellular toxicity of Amyloid beta (A-beta) peptide in yeast: Primary Screen; 410,000 tested, 0.063% active; AID 1347071, 2019; yeast expressing A-beta42, growth rescue, OD600, 48 h; response scale: 0% DMSO, 100% iron-clioquinol control; Potency, µM (highest dose often 46.1 µM), for inactives: at the highest dose growth rescue, most hits filed as activators; further: potency means the concentration at half of the fitted maximal effect; nearly all actives have a fitted effect of over 55% in size
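Growth rescue measured by 600 nm absorbance after 48 h yeast culture at 30 C with compound. Values normalized between DMSO and an equimolar ferric chloride plus clioquinol control.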
DRD3 agonist – qHTS of D3 Dopamine Receptor Agonist: qHTS. D(3) dopamine receptor (Homo sapiens), P35462. D3R DiscoveRx beta-arrestin cells, luminescence, 90 min. max activation, %. 410,000 tested, 0.58% active. AID 652048, 2013; in the data active means max activation above about 30%; further: 0% is about no effect; mostly tested at two doses, the higher about 12 µM
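Cells at 1500/well, incubated overnight, then treated with pinned compounds (dopamine as control) for 90 min at 37 degrees C. DiscoveRx reagent added for 30 - 60 minutes at room temperature; luminescence read.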
aSyn rescue – qHTS of alpha-syn Inhibitors; Yeast expressing alpha-synuclein, growth rescue, BacTiter-Glo, 24 h; 370,000 tested, 0.14% active; Potency, µM (highest dose often 46.1 µM), inactives show top-dose growth rescue (activation), hits mostly activators; further: potency means the concentration at half of the fitted maximal effect; % of control where 0% means no effect; nearly all actives have a fitted effect of over 65% in size
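Rescue of yeast growth: cells expressing toxic alpha-synuclein, induced in galactose at OD600 0.02, incubated with compound 24 h at 30 C. ATP luminescence quantified growth; inhibitors of toxicity appear as activators.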
FUS suppressor – qHTS for Suppressors of FUS Proteinopathy: Primary screen using FUS-linked yeast assay. S. cerevisiae FUS-expressing, growth rescue, OD600, 24 h. 390,000 tested, 0.24% active. Potency, µM (top dose mostly 76.6 µM), for inactives: top-dose growth rescue (activation), most hits filed as activators;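 further: potency means the concentration at half of the fitted maximal effect; plate controls were DMSO vehicle for no effect and reference control for full effect; nearly all actives have a fitted effect of over 55% in size; some results filed as inactive show a strong effect at the top dose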
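Steps: raffinose overnight preculture; dilution to OD 0.005 in 2% galactose minimal medium; compound addition (concentration series); 24hr at 30C, 99% humidity; absorbance read at 600 nm.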
D3 antag – qHTS of D3 Dopamine Receptor Antagonist: qHTS; D3R cells, DiscoveRx beta-arrestin luminescence, antagonist mode; active compounds read low; max response, negative = inhibition, %; D(3) dopamine receptor (Homo sapiens), P35462; 360,000 tested, 2.5% active; in the data active means max response below about -50%; inconclusive means no clear call, values can overlap the other calls; further: on the % scale 0 is the no-effect control and ±100 the full control effect; mostly tested at two doses, the higher about 12 µM
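Cells plated overnight at 1500 cells/well, then exposed to library compounds with dopamine controls for 90 minutes at 37 degrees C. DiscoveRx reagent added for 30–60 minutes at room temperature; luminescence read, quantitative HTS format.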
Numbers without * were called inactive; & = joins results of further samples; [ ] = dose if it differs, or a comment. Unless noted, the call rests on the fitted dose curve; in most records, active means well fitted curve in the direction sought with a large enough effect; inconclusive means small, poorly fitted or top-dose-only effect, or another doubt; inactive means no such curve, though single readings can be large; an effect the other way counts as inactive or inconclusive. This is a subset. The share of hits here may be higher or lower than overall.

What do the screens show for `CC(=O)c1ccccc1NC(=O)C1CC(=O)N(c2ccc3c(c2)OCCO3)C1` (stereo unspecified)?
TDP43 rescue: 12%; EPAC2 antagonist: -4%; EPAC2 ag: 4%; Abeta yeast res: -2%; DRD3 agonist: 0; aSyn rescue: 5%; D3 antag: -4

What do the screens show for `CC(C)c1ccc(C2NC(=O)CCC2[N+](=O)[O-])cc1` (stereo unspecified)?
TDP43 rescue: -1%; EPAC2 antagonist: 8%[57.1 µM]; EPAC2 ag: 7%; Abeta yeast res: -4%; DRD3 agonist: -1; aSyn rescue: 2%; FUS suppressor: -28%; D3 antag: 22

Results for O=C(CN1C(=O)NC(CCc2ccccc2)C1=O)N1CCCCCC1 (stereo unspecified) ?
TDP43 rescue: 2%; EPAC2 antagonist: -7%; EPAC2 ag: 6%; Abeta yeast res: 16%; DRD3 agonist: 11; aSyn rescue: -1%; FUS suppressor: -2%; D3 antag: -4

Results for COc1ccc(S(=O)(=O)N(CC(=O)Nc2ccccc2Br)Cc2ccccc2)cc1 ?
TDP43 rescue: 21%; Abeta yeast res: 8%; DRD3 agonist: 20; FUS suppressor: 26%

Results for NC(=O)c1ncc(C(F)(F)F)cc1Oc1cccc(F)c1 ?
TDP43 rescue: 14%; EPAC2 antagonist: 2%; EPAC2 ag: 8%; Abeta yeast res: -8%; DRD3 agonist: -1; aSyn rescue: -1%; D3 antag: 13

What do the screens show for `C[C@@H](C(=O)Nc1ccc2c(c1)OCO2)n1c(=O)[nH]c2ccccc2c1=O`?
TDP43 rescue: -15%; EPAC2 antagonist: 16%; EPAC2 ag: 0%; Abeta yeast res: -4%; DRD3 agonist: 2; aSyn rescue: -3%; FUS suppressor: inconclusive; D3 antag: -7

How did CC1=C(C(=O)N(C(C)C)C(C)C)CC(CC(=O)NC2CCCCC2)C(=O)N1Cc1ccccc1 (stereo unspecified) do in these assays?
TDP43 rescue: 26%; EPAC2 antagonist: 8%; EPAC2 ag: 10%; Abeta yeast res: -6%; DRD3 agonist: -16; aSyn rescue: 0%; FUS suppressor: 10%; D3 antag: -23

How did COC(=O)c1c(C(=O)OC)c(-c2ccc(C)cc2)n2c1CS(=O)C2 (stereo unspecified) do in these assays?
TDP43 rescue: -1%; EPAC2 antagonist: -6%[57.1 µM]; EPAC2 ag: -11%; Abeta yeast res: 24%; DRD3 agonist: 5; aSyn rescue: 1%; FUS suppressor: 13%; D3 antag: -7

What do the screens show for `CC(C)CN1CCN(C(=O)COC(=O)c2ccc(S(C)(=O)=O)c([N+](=O)[O-])c2)CC1`?
EPAC2 antagonist: 57%[activator]; EPAC2 ag: 1%; Abeta yeast res: -10%; FUS suppressor: -17%

How did COc1ccc2[nH]c3c(C)c4ccncc4c(C)c3c2c1 do in these assays?
EPAC2 antagonist: 8%; EPAC2 ag: 4%; Abeta yeast res: 0%; DRD3 agonist: -24; aSyn rescue: 0%; FUS suppressor: 12%; D3 antag: -10

Structural class, the entries above containing an aryl methoxy group
Results for COc1ccc(S(=O)(=O)N(CC(=O)Nc2ccccc2Br)Cc2ccccc2)cc1 ?
TDP43 rescue: 21%; Abeta yeast res: 8%; DRD3 agonist: 20; FUS suppressor: 26%

How did COc1ccc2[nH]c3c(C)c4ccncc4c(C)c3c2c1 do in these assays?
EPAC2 antagonist: 8%; EPAC2 ag: 4%; Abeta yeast res: 0%; DRD3 agonist: -24; aSyn rescue: 0%; FUS suppressor: 12%; D3 antag: -10

The list continues:
What do the screens show for `Cc1ccc(CNC(=O)c2ccc(NS(=O)(=O)c3cccs3)cc2)cc1`?
TDP43 rescue: -10%; EPAC2 antagonist: -7%; EPAC2 ag: 17%; Abeta yeast res: 11%; DRD3 agonist: 6; aSyn rescue: -2%; FUS suppressor: 19%; D3 antag: 5

What do the screens show for `O=C(Nc1c(C(=O)N2CCOCC2)cnn1-c1ccccc1)c1ccc(F)cc1`?
TDP43 rescue: -6%; EPAC2 antagonist: -3%; EPAC2 ag: 1%; Abeta yeast res: 4%; DRD3 agonist: -1; aSyn rescue: 2%; D3 antag: -29

How did CC(C)[C@H](NS(=O)(=O)c1ccccc1)C(=O)OCC(=O)NCc1ccc2c(c1)OCO2 do in these assays?
TDP43 rescue: -7%; EPAC2 antagonist: 2%; EPAC2 ag: 0%; Abeta yeast res: 18%; DRD3 agonist: 4; aSyn rescue: -10%; FUS suppressor: 2%; D3 antag: -5

Results for CC(CC(=O)Nc1ccc(F)cc1F)S(=O)(=O)c1ccc2c(c1)NC(=O)CO2 (stereo unspecified) ?
TDP43 rescue: -2%; EPAC2 antagonist: -9%; EPAC2 ag: 6%; Abeta yeast res: 4%; DRD3 agonist: -1; aSyn rescue: -10%; FUS suppressor: -10%; D3 antag: -2

Results for Cc1cc(C)nc(SCC(=O)Nc2cc(C)on2)n1 ?
TDP43 rescue: 0%; EPAC2 antagonist: 5%; EPAC2 ag: 7%; Abeta yeast res: 2%; DRD3 agonist: -1; aSyn rescue: 3%; FUS suppressor: -3%; D3 antag: 12

How did Cc1c(NS(=O)(=O)c2cccc(C(=O)OCC(=O)N(C)C3CCCCC3)c2)c(=O)n(-c2ccccc2)n1C do in these assays?
TDP43 rescue: -23%; EPAC2 antagonist: 31%; EPAC2 ag: 9%; Abeta yeast res: 2%; DRD3 agonist: 8; aSyn rescue: -4%; FUS suppressor: 12%; D3 antag: -12

Results for COc1ccc(CNC(=O)Cn2c(=O)nc(-c3ccccc3F)c3cc(Cl)ccc32)cc1OC ?
TDP43 rescue: -8%; Abeta yeast res: -13%; DRD3 agonist: -15; FUS suppressor: 7%

How did O=C1CC(/C=C/c2ccccc2)=Nc2ccccc2N1 do in these assays?
TDP43 rescue: inconclusive; EPAC2 antagonist: 1%; EPAC2 ag: -5%; Abeta yeast res: -8%; DRD3 agonist: -6; aSyn rescue: 1%; FUS suppressor: inconclusive; D3 antag: 2

What do the screens show for `Cc1sc2nc[nH]c(=O)c2c1-c1ccc(Cl)cc1`?
TDP43 rescue: 0%; EPAC2 antagonist: 12%; EPAC2 ag: 1%; Abeta yeast res: -6%; DRD3 agonist: -2; aSyn rescue: 0%; FUS suppressor: 23%; D3 antag: inconclusive

Results for Cc1cccc(C(=O)Nc2c(-c3ccc(F)cc3)nc3ccccn23)c1 ?
TDP43 rescue: -5%; Abeta yeast res: -6%; DRD3 agonist: 4; FUS suppressor: 1%

Results for Nc1ncnc2c1ncn2[C@H]1CC[C@@H](CO)O1 ?
TDP43 rescue: 13µM*; EPAC2 antagonist: 8%; EPAC2 ag: 9%; Abeta yeast res: -15%; DRD3 agonist: 3&-3; aSyn rescue: -7%; FUS suppressor: -33%; D3 antag: 27

How did CC(Sc1nc(C(F)(F)F)nc2ccccc12)C(=O)NC1CCCC1 (stereo unspecified) do in these assays?
TDP43 rescue: -16%; EPAC2 antagonist: 3%; EPAC2 ag: -1%; Abeta yeast res: 5%; DRD3 agonist: 12; aSyn rescue: 1%; FUS suppressor: -11%; D3 antag: 8

What do the screens show for `Cc1ccc(-n2nc(CO)c(C(=O)NCc3cccnc3)n2)cc1C`?
TDP43 rescue: -10%; Abeta yeast res: -19%; DRD3 agonist: -32; FUS suppressor: -15%

Results for COCCCn1c(-c2ccccc2Cl)n[nH]c1=S ?
TDP43 rescue: 16%; EPAC2 antagonist: -4%; EPAC2 ag: 6%; Abeta yeast res: 26%; DRD3 agonist: 6; aSyn rescue: 0%; FUS suppressor: 17%; D3 antag: 14

Results for COc1ccccc1NC(=O)c1oc2ccccc2c1NC(=O)c1cccc(OC)c1OC ?
TDP43 rescue: 11%; Abeta yeast res: -16%; DRD3 agonist: -9; FUS suppressor: -8%

Results for CC(C)(C)NC(=O)COC(=O)CCC(=O)c1cccs1 ?
TDP43 rescue: -22%; EPAC2 antagonist: 20%; EPAC2 ag: -6%; Abeta yeast res: -18%; DRD3 agonist: -3; aSyn rescue: -4%; FUS suppressor: 6%; D3 antag: -5

How did CCc1ccc(S(=O)(=O)NCCc2cn3ccccc3n2)s1 do in these assays?
TDP43 rescue: -9%; EPAC2 antagonist: 24%[57.1 µM]; EPAC2 ag: inconclusive; Abeta yeast res: 3%; DRD3 agonist: -10; aSyn rescue: 2%; FUS suppressor: 12%; D3 antag: -26

Results for O=C(Nc1nc(-c2cccs2)c(C(=O)C(F)(F)F)s1)c1ccccc1 ?
TDP43 rescue: 16%; EPAC2 antagonist: -23%; EPAC2 ag: 26%; Abeta yeast res: -61%[inhibitor]; DRD3 agonist: 0; aSyn rescue: -3%; FUS suppressor: -24%; D3 antag: 20

What do the screens show for `O=C(Nc1ccc(S(=O)(=O)N2CCOCC2)cc1)c1ccc2ncsc2c1`?
TDP43 rescue: 9%; EPAC2 antagonist: -11%; EPAC2 ag: 7%; Abeta yeast res: 3%; DRD3 agonist: -3; aSyn rescue: -6%; FUS suppressor: 15%; D3 antag: -9

How did O=C(/C=C/c1ccc(Cl)cc1Cl)N(Cc1ccccc1)C1CCS(=O)(=O)C1 (stereo unspecified) do in these assays?
TDP43 rescue: -5%; EPAC2 antagonist: -6%; EPAC2 ag: 17%; Abeta yeast res: 4%; DRD3 agonist: -2; aSyn rescue: 6%; D3 antag: 5

Results for Cn1c(=O)c(C(=O)NCc2ccc(F)cc2)c(O)c2ccccc21 ?
TDP43 rescue: -2%; EPAC2 antagonist: -9%; EPAC2 ag: 8%; Abeta yeast res: 5%; DRD3 agonist: 15; aSyn rescue: 7%; FUS suppressor: -20%; D3 antag: 14

Assay outcomes as filed in PubChem.
